# Source: PubChem BioAssay
# OX1R antag: OX1R (HCRTR1) antagonists, primary screen, fluorescence, CHO/OX1R cells, Fluo-8 calcium, orexin A. inhibition, % at 5 µM. Orexin/Hypocretin receptor type 1 (Homo sapiens), O43613. actives 0.43% (n = 330,000). Fluo-8 calcium fluorescence;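 active = inhibition above its plate's threshold, mean inhibition of all tested compounds on the plate plus 3 SD, cut at about 37% in these data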;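 note: 0% = orexin A challenge wells and 100% = SB-334867-A antagonist wells; not every result past the cut was called active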
# Target sequence (O43613 whole entry, looked up): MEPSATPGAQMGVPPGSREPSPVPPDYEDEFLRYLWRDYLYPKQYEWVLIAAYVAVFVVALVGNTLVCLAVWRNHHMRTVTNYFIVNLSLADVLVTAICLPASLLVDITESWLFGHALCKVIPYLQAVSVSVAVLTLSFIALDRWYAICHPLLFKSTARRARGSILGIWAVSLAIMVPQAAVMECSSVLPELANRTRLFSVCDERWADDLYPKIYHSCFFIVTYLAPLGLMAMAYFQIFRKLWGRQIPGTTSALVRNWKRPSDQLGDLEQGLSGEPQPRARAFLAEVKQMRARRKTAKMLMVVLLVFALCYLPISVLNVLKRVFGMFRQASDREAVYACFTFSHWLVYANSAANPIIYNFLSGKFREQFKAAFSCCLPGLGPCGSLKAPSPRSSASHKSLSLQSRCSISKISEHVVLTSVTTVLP
# CHT PAM: CHT positive allosteric modulators, primary screen, cell-based, membrane potential dye, choline EC20. CHT-expressing cells; hits give high values; LV-AA mutant CHT in HEK293 cells. actives 0.49% (n = 310,000). AID 488977, 2010. High affinity choline transporter 1 (Homo sapiens), Q9GZV3. B-score at 10 µM;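 active = initial fluorescence not abnormally high and integrated response B-score, plate-corrected, over 3 SD above library mean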
# Target sequence (Q9GZV3 whole entry, looked up): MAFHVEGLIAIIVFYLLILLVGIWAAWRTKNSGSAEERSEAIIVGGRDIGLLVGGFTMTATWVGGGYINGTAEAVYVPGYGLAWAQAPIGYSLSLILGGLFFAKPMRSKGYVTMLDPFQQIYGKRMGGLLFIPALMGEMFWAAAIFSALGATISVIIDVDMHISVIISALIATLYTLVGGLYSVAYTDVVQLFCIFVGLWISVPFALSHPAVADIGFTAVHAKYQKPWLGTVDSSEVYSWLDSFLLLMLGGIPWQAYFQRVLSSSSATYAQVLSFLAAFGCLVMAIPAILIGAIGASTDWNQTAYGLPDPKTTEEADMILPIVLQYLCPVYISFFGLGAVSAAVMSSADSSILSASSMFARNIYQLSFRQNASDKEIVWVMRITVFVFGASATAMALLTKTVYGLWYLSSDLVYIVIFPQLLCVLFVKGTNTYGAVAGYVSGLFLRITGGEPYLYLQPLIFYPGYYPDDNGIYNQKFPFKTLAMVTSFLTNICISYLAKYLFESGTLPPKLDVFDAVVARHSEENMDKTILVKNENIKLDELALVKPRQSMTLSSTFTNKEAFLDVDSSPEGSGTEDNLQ
# Starred values were filed as active, the others as inactive; i = inactive; . = not tested or not shown.
# The line under a structure holds: CHT PAM	OX1R antag
> Oc1ccccc1-c1cc(-c2ccccc2Cl)[nH]n1
    i	-18
> C/C=C/C=C/[C@H]1Cc2cc(O)cc(O)c2O1
    i	7
> Cc1ccc2c(c1)N(CC(=O)NCc1ccco1)C(=O)CO2
    i	-16
> COc1cc(-c2nnc(NC(=O)C3=COCCO3)o2)cc(OC)c1OC
    i	-19
> COCCn1c(N2CCN(c3ccccc3)CC2)nc2c1c(=O)n(C)c(=O)n2C
    i	-22
> Nc1cnn(C2OC(CO)C(O)C2O)c(=O)n1 (stereo not given)
    i	-8
> CN1C2C=C3C(C#N)=C(N)C(C#N)(C#N)[C@@H](c4ccc(Cl)cc4)[C@@H]3C1CC2 (stereo not given in full)
    i	-16
> O=S(=O)(Nc1cccc2ccccc12)N1CCCC1
    i	-17
> CCc1ccc(NC(=O)N(CCN2CCOCC2)C2CCN(C(C)=O)CC2)cc1
    i	-8
> Oc1ccc(CCC2CCCCN2Cc2nc(C3CC3)no2)cc1 (stereo not given)
    i	-13
> CC(OC(=O)c1nsc(Cl)c1Cl)C(=O)NCc1ccco1 (stereo not given)
    i	-7
> O=C(NCCCN1CCCC1=O)c1ccc2c(=O)n(-c3ccccc3F)c(=S)[nH]c2c1
    i	-12
> COc1ccc(CNS(=O)(=O)c2ccc(-c3ccc(=O)[nH]n3)o2)cc1
    i	-15
> COc1ccccc1NS(=O)(=O)c1ccc(C)c(NC(=O)C2CCCO2)c1 (stereo not given)
    .	-23
> O=C(CCC(=O)N(Cc1ccco1)C(C(=O)NC1CCCC1)c1ccncc1)Nc1cccnc1 (stereo not given)
    i	-13
> COc1ccc(C2C(C(C)=O)=C(O)C(=O)N2c2nc3ccccc3s2)cc1OC (stereo not given)
    i	0
> CC(=O)Nc1ccc(OC(=O)c2c(-c3ccccc3Cl)noc2C)cc1
    i	-5
> OC(c1ccc2c(c1)OCO2)c1nccc2ccccc12 (stereo not given)
    i	-2
> CN(C)c1c(N)[nH]c2c(c1=O)c(=O)n(C)c(=O)n2C
    i	0
> CCOC(=O)N1CCN(C(=O)CCc2ccccc2)CC1
    i	-8
> O=C(CSc1nnc(-c2cc3ccccc3cc2O)n1Cc1ccco1)N1CCc2ccccc2C1
    i	-14
> COCCNC(=O)c1ccc2snnc2c1
    i	-11
> N#C/C(=C1\CCCN1)c1ccc2ccccc2n1
    i	-21
> Nc1ccc(N2CCN(C(=O)c3ccco3)CC2)cc1
    i	-14
> COc1cccc(N/C=C/C(=O)c2ccc(Cl)cc2)c1
    i	-33
> O=C(c1cccs1)N1CCN=C1SCc1ccccc1F
    i	-12
> COc1ccc(OC)c(NC(=O)C2CC2c2ccccc2)c1 (stereo not given)
    i	-30
> COc1cccc(NC(=O)CN(C)C(=O)c2cc3c(s2)CCCC3)c1
    .	-14
> COc1ccc(CCNC2CC(=O)N(C)C2=O)cc1OC (stereo not given)
    i	1
> CC(C)COP(=O)(c1ccc(N(C)C)cc1)C(O)c1cccnc1 (stereo not given)
    i	0
> Cc1cc(C(=O)N2CCCC(C(=O)c3ccc(Cl)cc3C)C2)no1 (stereo not given)
    i	-12
> CCc1cccc(OCC(=O)Nc2cc(Cl)ccc2-n2cncn2)c1
    .	-27
> Cc1ccccc1NC(=O)CC(=O)c1ccccc1
    i	-29
> COc1ccccc1NS(=O)(=O)c1cc(N)ccc1N1CCCC1
    .	-4
> CCOC(=O)c1[nH]c(C)c(/C(O)=C2\C(=O)C(=O)N(CCCn3ccnc3)C2c2ccncc2)c1C (stereo not given)
    i	1
> CC(C)CN(C(=O)COC(=O)CCc1c[nH]c2ccccc12)C1CCS(=O)(=O)C1 (stereo not given)
    i	-9
> CCC(C)[C@H](NC(=O)N1CC(=O)Nc2ccccc21)C(=O)N1CCC(C(=O)O)CC1 (stereo not given in full)
    i	-3
> COc1cc2c(C(=O)N3CCN(c4cccc(Cl)c4)CC3)cn(C)c(=O)c2cc1OC
    i	-33
> Cc1ccc(-c2ccccc2)n1-c1ccc(C(=O)O)cc1
    i	-10
> Cc1ccc(Cn2c(=N)c(S(=O)(=O)c3ccc(Br)cc3)cc3c(=O)n4ccccc4nc32)cc1
    i	-12
> O=C(Oc1ccccc1)c1cccc2cccnc12
    i	0
> CC1CCN(S(=O)(=O)c2c[nH]c(=O)[nH]c2=O)CC1
    i	-12
> O=C(O)CN1CCCCCC1=O
    i	-6
> Cc1ccc(CN2C(=NC(=O)CCC(=O)O)SC3CS(=O)(=O)CC32)cc1 (stereo not given)
    i	-5
> O=C(NC1CCCCC1)C(c1ccc2ncccc2c1)N(Cc1ccccc1)C(=O)c1ccc2c(c1)OCCO2 (stereo not given)
    i	-10
> O=C(c1ccco1)N1CCN(Cc2c(Cl)cccc2Cl)CC1
    i	-5
> O=C(COCc1cc(-c2cccs2)on1)NC1CCCCC1
    i	-27
> Cc1ccc(CN2CCN(Cc3c(C)nn(C(C)C)c3C)CC2CCO)o1 (stereo not given)
    i	-28
> O=C(OCn1ncc(Br)c(Br)c1=O)c1ccccc1Cl
    i	2
> COc1ccc(CC(CC(=O)O)C(=O)NCc2ccccc2)cc1 (stereo not given)
    i	-16
> NC(=O)/C(=C/c1ccco1)NC(=O)/C=C/c1ccccc1
    i	-14
> COc1ccc(Nc2cc(C(=O)N3CCc4ccccc4C3)c3ccccc3n2)c(OC)c1
    i	-32
> CCOc1ccc(N2CC(C(=O)Nc3ccc(OC)c(S(=O)(=O)N4CCCCC4)c3)CC2=O)cc1 (stereo not given)
    i	-25
> CN(C)C(=O)CSc1nnc(CCN)o1
    i	-7
> Oc1ccccc1-c1nnc(SCCN2CCOCC2)n1Cc1ccccc1
    i	-10
> CC(=O)N1CCN(S(=O)(=O)c2cccc(C(=O)Nc3ccc4c(c3)OCO4)c2)CC1
    i	2
> CCC(=O)OCC(=O)Nc1cc([N+](=O)[O-])ccc1Cl
    i	-6
> O=C(Oc1ccc(N(C(=O)c2ccncc2)S(=O)(=O)c2cccs2)cc1)c1ccncc1
    i	3
> COc1ccc(NC(=O)CSc2nccn2Cc2ccco2)cc1OC
    i	-9
> O=C(NC1CC1)C1=C[C@H](c2ccc(C(F)(F)F)cc2)C[C@H](OCCCCO)O1
    i	-17

# In the list so far, these have fluorine:
# The line under a structure holds: CHT PAM	OX1R antag
> O=C(NCCCN1CCCC1=O)c1ccc2c(=O)n(-c3ccccc3F)c(=S)[nH]c2c1
    i	-12
> O=C(c1cccs1)N1CCN=C1SCc1ccccc1F
    i	-12
> O=C(NC1CC1)C1=C[C@H](c2ccc(C(F)(F)F)cc2)C[C@H](OCCCCO)O1
    i	-17

# Other records follow.
# The line under a structure holds: CHT PAM	OX1R antag
> CCOc1ccc(C(=O)Nc2nnc(C)s2)cc1OCC
    i	-24
> CC[n+]1c(/C=C2/C=C(C)CC(C)C2)sc2ccccc21 (stereo not given)
    i	-14
> C/C=C/c1ccc(OCCN2CCc3ccccc3C2)c(OC)c1
    i	-30
> Cc1ccc(S(=O)(=O)N2CCN(C(=O)COC(=O)c3ccc([N+](=O)[O-])o3)CC2)c(C)c1
    .	0
> CS(=O)(=O)c1nc(-c2ccccc2)cc(-c2ccccc2)c1C#N
    i	-11
> CCCCOc1ccc(C(=O)OCC(=O)N2CCCCCC2)cc1
    .	-27
> Cc1cccc(OCCCC(=O)Nc2ccc(S(=O)(=O)N3CCCC3)cc2)c1
    i	4
> CC1(C)CC(=O)C/C(=N/NC(=O)COc2ccc3ccccc3c2Br)C1
    i	-7
> O=C(N/N=C/c1ccco1)C(O)C(O)C(=O)N/N=C/c1ccco1 (stereo not given)
    i	-1
> O=C1OC(c2ccc(Cl)cc2)=N/C1=C\C=C\c1ccco1
    i	-7
> CN(CC(=O)Nc1ccccc1C(F)(F)F)C(=O)COc1ncnc2sccc12
    i	1
> CC(C)(C)c1ccc(S(=O)(=O)N2CCC(NC(=O)c3ccco3)CC2)cc1
    i	-8
> CCOc1ccccc1NC(=O)C1CCN(S(=O)(=O)c2cccc3cccnc23)CC1
    i	-15
> Cc1cc(=O)oc(C)c1C(=O)NCCCN1CCN(c2ccc(F)cc2)CC1
    i	-12
> O=C1NN=COc2ccccc21
    i	-7
> Cc1cnc(C(=O)Nc2nc(-c3ccccc3)cs2)cn1
    i	-17
> Cc1cc(C)nc(N2CCCC(C(=O)Nc3ccc4nc(C)c(C)nc4c3)C2)n1 (stereo not given)
    i	-33
> CCN(CC)CCC(=O)Nc1ccc2c(c1)N(C(=O)CN(CC)CC)c1ccccc1CC2
    i	-22
> Cc1cc(/C=N/NC(=O)c2cccc([N+](=O)[O-])c2)c(C)n1-c1ccccc1
    i	-10
> O=C1NC(c2ccc(Cl)c([N+](=O)[O-])c2)Nc2ccccc21 (stereo not given)
    i	-24
> CC(=O)Nc1cccc(/C(C)=N/N2C(C)CCCC2C)c1 (stereo not given)
    i	6
> Cc1ccccc1-c1nc(CS(=O)(=O)CC(=O)NC2CCCC2)c(C)o1
    i	-11
> CC(NC(=O)CCCn1cc([N+](=O)[O-])cn1)c1ccccc1 (stereo not given)
    i	-6
> COc1ccccc1Cn1c(=S)[nH]c2ccc(F)cc2c1=O
    i	-29
> COc1cccc(CNC(=O)CCNC(=O)c2ccco2)c1
    i	-9
> COC(=O)Cc1c(C)nc2nc(-c3ccco3)[nH]n2c1=O
    i	1
> CCOc1ccccc1N(CC(=O)NC(C)(C)C)C(=O)CCC(=O)Nc1nccs1
    i	-20
> O=C(NCC(=O)N1CCN(c2ccccc2O)CC1)c1ccccc1
    i	-5
> O=C(NNc1nc(=O)c2cccnc2s1)c1ccccc1O
    i	-17
> O=C(Nc1ccc(Cl)c(Cl)c1)c1ccccc1
    i	8
> Cc1ccc(S(=O)(=O)N2[C@@H](c3ccc(F)cc3)C(C(=O)O)=CC[C@H]2c2ccc(Cl)cc2)cc1
    i	-2
> CCc1nnc(NC(=O)COC(=O)c2cc(OC)cc(OC)c2)s1
    .	-20
> O=C(CSc1nc2ccccc2s1)Nc1ccc2c(c1)oc1ccccc12
    i	-20
> COCc1nc2ccccc2n1Cc1ccccc1C
    i	-29
> O=C(CSc1nc2ccccc2c(=O)n1CCCN1CCOCC1)Nc1ccccc1OC(F)F
    .	-17
> COc1ccccc1CN1CCN(C(=O)c2ccco2)CC1
    i	-18
> C=CCN(CC=C)c1cnn(-c2nc3ccccc3[nH]2)c(=O)c1Cl
    i	-8
> O=S(=O)(c1cccs1)N1CCN(CC(O)COC2CCCc3ccccc32)CC1 (stereo not given)
    i	-16
> CCOc1ccc(S(=O)(=O)N2CCN(C(=O)c3ccc(-n4cncn4)c([N+](=O)[O-])c3)CC2)cc1
    i	-16
> Cc1cnc(NC(=O)c2sc(Nc3ccccc3)nc2N)o1
    i	-14
> O=C(N/N=C/c1ccco1)c1cc(Br)ccc1OCc1ccccc1
    i	-42
> CCCC1CC(C)(C(=O)Cn2[nH]c(=O)ccc2=O)OC1=O (stereo not given)
    i	16
> COc1cccc(-c2cccc(NC(=O)C3CCN(Cc4ccon4)CC3)c2)c1
    i	-18
> Cc1ccc(C(=O)CSc2nnc(-c3ccc4[nH]c(C)c(C)c4c3)o2)cc1C
    i	-7
> O=C(Nc1nnc(COc2ccccc2)s1)C1CCN(S(=O)(=O)c2ccc(Cl)cc2)CC1
    i	-3
> N#CC(C(=O)NC1CCCCC1)c1nc2ccccc2nc1N1CCN(c2ccccc2F)CC1 (stereo not given)
    i	-7
> CC1CC(C)CN(C(=O)CN(C)S(=O)(=O)c2ccc3c(c2)c(=O)n(C)c(=O)n3C)C1 (stereo not given)
    i	-18
> CCCCOc1ccccc1C1NC(=O)NC(C)=C1C(=O)OCc1ccco1 (stereo not given)
    i	-16
> Cc1ccc(CSc2nnc(SCC(=O)N/N=C/C=C/c3ccco3)s2)cc1
    i	-21
> CC(C)(C)C1CCC2(CC1)C(C#N)=C(SCC(=O)NC1CCCCC1)NC(=O)C2C#N (stereo not given)
    i	-6
> O=C(NCc1ccc(F)cc1)c1cccnc1
    i	-13
> COc1ccc(CNC(=O)COC(=O)c2ccc(C)c(S(=O)(=O)N3CCOCC3)c2)cc1
    .	-15
> COC(=O)C1=C(N)Oc2cc(C)n(Cc3ccccc3)c(=O)c2C1c1ccccc1 (stereo not given)
    i	-22
> COc1ccc(NC(=O)CN2c3cccc4cccc(c34)S2(=O)=O)cc1
    i	-14
> CCCc1c(C(=O)NNc2ccc(C)cc2)cnn1-c1ccccc1
    i	-8
> O=C(CCS(=O)(=O)c1ccc(F)cc1)N1CCOCC1
    i	-7
> COc1ccc(CC(=O)Nc2nc(-c3ccncc3)cs2)cc1
    i	0
> COc1ccc(C2(C(=O)N3CCOCC3)CCOCC2)cc1OC
    i	7
> Cc1ccc(-c2csc(N(CC3CCCO3)C(=O)c3ccco3)n2)cc1 (stereo not given)
    i	-67
> CC1Cc2ccccc2N1C(=O)CN1C(=O)COc2ccccc21 (stereo not given)
    i	-26
> CCOc1nc(NCCO)nc(Nc2ccc([N+](=O)[O-])cc2)n1
    i	-19
> Cc1cccc(/C(N)=N/OC(=O)c2cccnc2)c1
    i	7
> CCCOc1ccc(C(=O)c2nc3c(n2O)CCCCC3)cc1
    i	-12

# In the list so far, two contain a CF3 group.
# The line under a structure holds: CHT PAM	OX1R antag
> O=C(NC1CC1)C1=C[C@H](c2ccc(C(F)(F)F)cc2)C[C@H](OCCCCO)O1
    i	-17
> CN(CC(=O)Nc1ccccc1C(F)(F)F)C(=O)COc1ncnc2sccc12
    i	1

# Two compounds picked at random from those above:
# The line under a structure holds: CHT PAM	OX1R antag
> CC1Cc2ccccc2N1C(=O)CN1C(=O)COc2ccccc21 (stereo not given)
    i	-26
> COc1ccc(CC(=O)Nc2nc(-c3ccncc3)cs2)cc1
    i	0

# No enrichment for hits; about 0.83% have a hit in one of these screens.
